HT1080 IDH1KD tx – HT-1080 IDH1 knockdown cell toxicity (counter line). HT-1080 IDH1 knockdown viability, ATP luminescence, 48 h. 360,000 compounds, 2% hits. Potency, µM (highest dose often 46.1 µM), inactives show at the top dose activity, negative = toxicity, actives largely listed as cytotoxic;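 also: potency is read from the fitted curve at half-maximal effect; 0% = DMSO wells and -100% = cell-free medium wells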
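In this qHTS, HT-1080 cells depleted of IDH1 are exposed for 48 h at 37 °C to compound titrations. Toxicity is scored from CellTiter-Glo luminescence, with DMSO as full viability and medium alone as none.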
HT1080NT lethal – kills 2HG-producing HT-1080-NT fibrosarcoma cells; HT-1080-NT fibrosarcoma viability, CellTiter-Glo ATP luminescence, 48 h; Potency, µM (top dose mostly 46.1 µM), without a hit: top-dose activity, negative = less viability, actives largely listed as cytotoxic; 360,000 compounds, 1.6% hits; AID 686970;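 also: NT is the 2HG producing partner of a matched IDH1 knockdown line; potency is read from the fitted curve at half-maximal effect; 0% = DMSO-treated cells and -100% = media-only wells without cells; nearly all actives have a fitted effect of over 55% in size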
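Compounds were tested in concentration-response format on HT-1080-NT cells for 48 hours at 37 degrees C. Cell viability came from CellTiter-Glo luminescence; curves were classified by r2, response magnitude and activity.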
WRN helicase inh – WRN helicase (human) inhibition; Q14191; WRN helicase unwinding, fluorescent forked duplex, kinetic; Potency, µM (highest dose often 114 µM), for the others: top-dose activity change, negative = inhibition, most hits filed as inhibitors; 360,000 compounds, 0.46% hits; AID 651768; also: potency is read from the fitted curve at half-maximal effect; % is scaled to controls: 0 for no effect and ±100 for the full control effect; nearly all actives have a fitted effect of over 55% in size
Target sequence (Q14191 whole entry, looked up): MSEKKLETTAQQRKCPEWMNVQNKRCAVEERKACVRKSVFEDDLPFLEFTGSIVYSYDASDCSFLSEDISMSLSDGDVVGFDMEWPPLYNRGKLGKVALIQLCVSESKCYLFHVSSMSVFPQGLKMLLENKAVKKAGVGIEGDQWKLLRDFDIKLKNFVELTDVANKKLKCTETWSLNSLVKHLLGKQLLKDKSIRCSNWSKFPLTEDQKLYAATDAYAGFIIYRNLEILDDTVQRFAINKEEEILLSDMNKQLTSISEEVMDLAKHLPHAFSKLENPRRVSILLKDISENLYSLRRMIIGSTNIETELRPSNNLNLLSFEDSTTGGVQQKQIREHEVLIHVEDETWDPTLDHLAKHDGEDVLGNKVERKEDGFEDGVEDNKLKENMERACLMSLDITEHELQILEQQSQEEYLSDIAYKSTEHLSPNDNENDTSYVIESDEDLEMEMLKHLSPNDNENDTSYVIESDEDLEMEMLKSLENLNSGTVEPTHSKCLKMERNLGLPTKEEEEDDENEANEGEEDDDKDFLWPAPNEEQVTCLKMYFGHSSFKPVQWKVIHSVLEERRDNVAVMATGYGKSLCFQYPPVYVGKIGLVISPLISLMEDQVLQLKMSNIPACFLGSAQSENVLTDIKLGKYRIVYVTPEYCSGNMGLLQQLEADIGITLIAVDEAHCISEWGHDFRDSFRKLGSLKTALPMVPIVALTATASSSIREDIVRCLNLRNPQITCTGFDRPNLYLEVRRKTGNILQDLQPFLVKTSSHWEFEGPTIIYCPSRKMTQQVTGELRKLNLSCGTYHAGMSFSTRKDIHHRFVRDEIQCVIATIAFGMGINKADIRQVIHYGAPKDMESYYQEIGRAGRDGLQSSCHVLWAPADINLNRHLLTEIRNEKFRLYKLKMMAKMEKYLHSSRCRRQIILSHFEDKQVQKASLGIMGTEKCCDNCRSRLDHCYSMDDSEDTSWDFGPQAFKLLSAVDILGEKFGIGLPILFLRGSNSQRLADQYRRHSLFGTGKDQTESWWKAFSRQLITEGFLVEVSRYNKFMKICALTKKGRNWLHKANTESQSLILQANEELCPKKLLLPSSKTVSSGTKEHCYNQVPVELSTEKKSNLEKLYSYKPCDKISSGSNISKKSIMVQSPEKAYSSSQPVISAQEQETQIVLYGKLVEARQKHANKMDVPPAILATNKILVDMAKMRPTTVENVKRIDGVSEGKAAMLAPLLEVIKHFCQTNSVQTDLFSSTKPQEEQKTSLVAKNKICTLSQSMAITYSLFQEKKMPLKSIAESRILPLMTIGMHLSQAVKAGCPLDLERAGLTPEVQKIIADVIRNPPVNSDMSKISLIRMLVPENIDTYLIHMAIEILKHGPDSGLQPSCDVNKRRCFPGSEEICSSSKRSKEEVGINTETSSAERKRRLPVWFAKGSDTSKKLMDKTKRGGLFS
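Screening of the MLSMR collection measured strand separation of a quenched forked DNA duplex (100 nM) by 20 nM WRN with 2 mM ATP, all final. Compounds were preincubated with enzyme 15 min at room temperature.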
IL1B secr inh – inflammasome signaling inhibition, IL-1 beta readout; THP-1 LPS/ATP IL-1B secretion, AlphaLISA, 16 h; stronger effect = lower value; activity change, % at 57.5 µM; 360,000 compounds, 4.7% hits; AID 743279; in the data active = activity change below about -50%; inconclusive = mostly about -30% to -49%; also: % is scaled to controls: 0 for no effect and ±100 for the full control effect
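THP-1 cells pretreated 1 hr with compounds (up to 57.5 uM final), then stimulated with LPS (250 ng/mL final) plus ATP (1.25 mM final); secreted IL-1B measured by AlphaLISA after 16 hr, decreased signal indicating inhibition.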
KB-V1 MDR tox – kills drug-selected multidrug resistant KB-V1 cells; KB-V1 MDR cells viability, CellTiter-Glo, 72 h; Potency, µM (top dose mostly 46.1 µM), without a hit: top-dose activity change, negative = cytotoxicity, most hits filed as cytotoxic; 400,000 compounds, 3.4% hits; also: potency is read from the fitted curve at half-maximal effect; % is scaled to controls: 0 for no effect and ±100 for the full control effect; nearly all actives have a fitted effect of over 60% in size
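KB-V1 MDR subline cells in DMEM (phenol-red free, 10% FBS) exposed to compounds in qHTS concentration series for 72 h at 37 degrees C. Viability read by CellTiter-Glo luminescence; concentration-effect curves fitted after normalization and correction.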
SW480 rerep – inducers of DNA re-replication in SW480 colon cancer cells; Potency, µM (series often up to 46.1 µM), for the others: at the highest dose re-replication activation, actives largely listed as activators; 340,000 compounds, 1.8% hits; SW480 DNA re-replication, Hoechst DNA content imaging, 48 h; also: potency is read from the fitted curve at half-maximal effect; % of control where 0% means no effect; nearly all actives have a fitted effect of over 55% in size
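First, 250 cells per well were seeded. Next, compound or vehicle (23 nL) was pinned in, plates sat 48 hr at 37 C. Finally Hoechst was added for 40 min before fluorescence scanning.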
KB-3-1 tox – KB-3-1 parental cell cytotoxicity; KB-3-1 viability, CellTiter-Glo ATP luminescence, 72 h; Potency, µM (highest dose often 46.1 µM), for the others: at the top dose activity change, negative = cytotoxic, most hits filed as cytotoxic; 400,000 compounds, 1.4% hits; also: potency is read from the fitted curve at half-maximal effect; % is scaled to controls: 0 for no effect and ±100 for the full control effect; nearly all actives have a fitted effect of over 60% in size
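72 h, 37 °C compound treatment of KB-3-1 parental cells; CellTiter-Glo added, 10 min, luminescence read. Data corrected against DMSO-only plates and normalized before curve fitting.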
MCF10A rerep – inducers of DNA re-replication in MCF 10A breast cells; MCF 10A DNA re-replication, Hoechst nuclear intensity, 48 h; Potency, µM (series often up to 46.1 µM), without a hit: top-dose activity, positive = re-replication, most hits filed as activators; 350,000 compounds, 2.9% hits; also: potency is read from the fitted curve at half-maximal effect; % of control where 0% means no effect; nearly all actives have a fitted effect of over 50% in size
ATXN2 expr inh – reduces ATXN2 reporter expression in HEK-293 cells. 360,000 compounds, 0.72% hits. AID 1745845. HEK-293 ATXN2-luciferase reporter, luminescence, 24 h. Potency, µM (doses to about 57 µM), for the others: top-dose activity change, negative = inhibition, most hits filed as inhibitors; also: potency is read from the fitted curve at half-maximal effect; % is scaled to controls: 0 for no effect and ±100 for the full control effect; nearly all actives have a fitted effect of over 55% in size
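qHTS (up to 57 uM final) was run with 24 h compound exposure of reporter cells at 37 °C. Each well was multiplexed: SteadyGlo luminescence measured ATXN2-luciferase expression after a fluorogenic Gly-Phe-AFC viability readout (25 uM final).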
Starred values were filed as active, the others as inactive; i = inactive; ? = inconclusive; . = no result given; & = joins results of further samples; [ ] = another dose, or the depositor's remark. Unless noted, calls follow the shape of the dose curve; as a rule, active = well fitted curve in the direction sought with a large enough effect; inconclusive = small, poorly fitted or top-dose-only effect, or another doubt; inactive = no such curve, though single readings can be large; an effect the other way counts as inactive or inconclusive.

molecule,KB-V1 MDR tox,HT1080 IDH1KD tx,KB-3-1 tox,SW480 rerep,MCF10A rerep,HT1080NT lethal,ATXN2 expr inh,WRN helicase inh,IL1B secr inh
COc1ccc(CCNC(=O)C2CCN(C(=O)c3ccc(Br)cc3)CC2)cc1OC,1%,2%,4%,4%,-1%,7%,.,1%,10
CCN(CC)S(=O)(=O)c1ccc(NN)nc1,4%,?,13%,?,-2%[9.22 µM],-18%,?,1%,86
Cc1ccc(NC(=O)Cc2ccccc2Cl)cc1S(=O)(=O)N(C)C,23µM*,-4%,?,15%,?,-5%,1%,-14%,-5
CC(C)(C)NC(=O)CSc1ncnc2c1nnn2Cc1ccccc1Cl,-22%,?,1%,?,15µM*,?,-38%,0%,-60*
Cc1cccc(C)c1NC(=S)N1CCOCC1,?,11%,-1%,-2%,-1%,0%,7%,-25%,-1
CC(C)(C)NC(=O)C(c1ccc(F)cc1)N(Cc1ccco1)C(=O)CCC(=O)Nc1nccs1 (stereo unspecified),?,-9%,4%,1%,-1%,12%,-25%,8%,-1
Nc1ncnc2c1ncn2C1C=C(CO)C(O)C1O (stereo unspecified),?,?,8.2µM*,?,?,?,?,5%,26
Cc1ccccc1CN1C(=O)CSc2ccc(C(=O)N3CCOCC3)cc21,-25%,6%,-20%,-1%,24%,8%,-4%,-2%,0
CN1CCN(S(=O)(=O)c2cccc(C(=O)N(Cc3nnc(-c4ccc(Cl)cc4)o3)C3CC3)c2)CC1,-25%,-11%,-15%,6.5µM*,4%,-18%,-2%,4%,?
CCn1nc(C)c(CNC(=O)C2CCC(=O)N(Cc3cccc(F)c3)C2)c1C (stereo unspecified),4%,11%,15%,-5%,1%,2%,2%,-21%,3
COc1ccc(S(=O)(=O)Nc2cc(C(=O)NCCC(C)C)ccc2N2CCOCC2)cc1,-9%,-8%,7%,-2%,-15%,-15%,7%,-15%,0
CCCCNC(=O)CCCCCn1c(=O)[nH]c2cc(C(=O)OC)ccc2c1=O,-4%,4%,-8%,?,?,3%,-19%,24%,1
CCCCSCCCNC(=O)c1cn(C)c2ccc(S(=O)(=O)N3CCCC3)cc2c1=O,-1%&2%,6%,-7%&23%,?,1%,-5%,4%&9%,2%,3
Cc1ccc(C)c(S(=O)(=O)NCc2ccc(C(=O)NCc3ccco3)cc2)c1,-1%,0%,-4%,-3%,1%,2%,5%,0%,-13
CCC(NC(=O)c1cc(COc2ccc(OC)cc2Cl)on1)c1ccncc1 (stereo unspecified),.,-11%,.,?,-11%,0%,3%,-15%,-9
NC1=NC[C@H](Cc2ccccc2)N1CCCCC1CCCCC1,21%,-6%,0%,-16%[9.22 µM],14%,-7%,25µM*,-8%,?
CCn1cc(CNC(=O)NC2CCCCC2)c(C)n1,-1%,24%,22%,-1%,-4%,12%,19%,6%,10
O=c1cc(-c2ccc(Cl)cc2)[nH]c2ccccc12,0%,-10%,?,?,15µM*,-9%,13%,0%,13
CCOc1ccccc1C(=O)OCC(=O)NCC1CCCO1 (stereo unspecified),-17%,2%,0%,-3%,-3%,-2%,4%,4%,-10
CNC(=S)N(Cc1ccco1)Cc1cc2cc(OC)c(OC)cc2[nH]c1=O,-4%,-2%,7%,-7%,2%,-10%,.,-1%,-7

Some of the entries so far, with values under each structure.
Values run as follows: KB-V1 MDR tox | HT1080 IDH1KD tx | KB-3-1 tox | SW480 rerep | MCF10A rerep | HT1080NT lethal | ATXN2 expr inh | WRN helicase inh | IL1B secr inh
CC(C)(C)NC(=O)CSc1ncnc2c1nnn2Cc1ccccc1Cl
    -22% | ? | 1% | ? | 15µM* | ? | -38% | 0% | -60*
O=c1cc(-c2ccc(Cl)cc2)[nH]c2ccccc12
    0% | -10% | ? | ? | 15µM* | -9% | 13% | 0% | 13

(further entries)
molecule,KB-V1 MDR tox,HT1080 IDH1KD tx,KB-3-1 tox,SW480 rerep,MCF10A rerep,HT1080NT lethal,ATXN2 expr inh,WRN helicase inh,IL1B secr inh
CCCCCCn1c(SCC(=O)NC2CCS(=O)(=O)C2)nc2ccccc2c1=O (stereo unspecified),-5%,7%,-2%,.,.,0%,.,4%,-19
CC(=O)NCCNC(=O)C1(C)Cc2c(-c3ccc(NC(C)=O)cc3)ccnc2O1 (stereo unspecified),-11%,25%,-5%,.,.,6%,16%,-9%,29
COc1cccc(C(=O)Nc2cc(=O)n(C)c(=O)n2C)c1OC,1%,1%,-3%,-16%,2%,3%,2%,2%,19
CN(CC(=O)Nc1ccc(C#N)cc1)Cc1ccc(Cl)c(Cl)c1,-10%,?,-4%,7%,?,?,-10%,0%,-21
Cc1cnnn1-c1cccc([N+](=O)[O-])c1,?,11%,9%,-43%[inhibitor],-20%,17%,16%,4%,2
Cn1c(=O)c2c(ncn2CC(O)CO)n(C)c1=O (stereo unspecified),3%,-1%,0%,-2%&-35%,0%&-38%,10%,10%&1%&-1%,3%,-5
COc1cccc(CNC(=O)COC(=O)c2ccc(N3CCCC3=O)cc2)c1,16%,8%,6%,.,.,3%,.,-1%,-12
Cc1nc(=O)c(-c2ccccc2)c(C)n1-c1ccc(C(=O)O)cc1,0%,4%,10%,-3%,0%,-1%,0%,8%,-6
COc1cccc(NC(=O)CSc2nnc(-c3cc(C)n(-c4ccccc4)c3C)o2)c1,?,?,?,2%,2%,?,17%,-9%,-13
O=C(Nc1ccccc1Br)c1ccc(OC(=S)N2CCOCC2)cc1,-22%,-14%,8%,-4%,-37%[inhibitor],5%,19%,3%,-1
CC(=O)c1ccc(OCCCC(=O)NC2CCC(C)CC2)cc1 (stereo unspecified),-25%,4%,-10%,-8%,-9%,0%,-1%,-21%,4
COc1ccc(Cl)cc1NC(=O)CSc1nnc(C2CC2)n1C,?,2%,26%,-8%,-4%,5%,-11%,4%,0
CC(=O)c1ccc(S(=O)(=O)N2CCN(C(=O)CCC3CCCC3)CC2)cc1,?,7%,-12%,12%,4%,-1%,-12%,-6%,-1
Cc1oc(C(C)(C)C)cc1C(=O)N1CCCC1C(=O)O (stereo unspecified),24%,17%,6%,1%,-184%[0.0737 µM],0%,1%,-3%,-20
O=C(NCCn1ccc2ccccc21)c1ccc(S(=O)(=O)N2CCOCC2)cc1,-4%,7%,9%,-7%,0%,-13%,1%,0%,11
Cn1cc(C2NC(=O)c3ccccc3N2)c2ccccc21 (stereo unspecified),1.5µM*,8.2µM*,1.2µM*,5.8µM*,2.9µM*,4.6µM*,11%,3%,29
CN(Cc1ccccc1)C(=O)c1ccc2nc([C@H]3C[C@H](O)[C@@H](CO)O3)[nH]c2c1,3%,26%,0%,.,.,11%,9%,-2%,36
Cc1cccc(NC(=O)C2CCN(C(=O)[C@@H]3Cc4ccccc4CN3)CC2)c1,-14%,1%,1%,-8%,0%,6%,.,3%,10
Cc1cccc(NS(=O)(=O)c2cccc(C(=O)NCC(c3ccco3)N3CCCCC3)c2)c1 (stereo unspecified),?,0%,-15%,14%,?,-6%,0%,-17%,-59*
NC(=O)c1nsc(C(=O)N(c2cccc(O)c2)C(C(=O)NC2CCCC2)c2ccc(Cl)cc2)c1N (stereo unspecified),?,-4%,?,-1%,2%,-10%,-18%,2%,-1
O=C(Cn1cc2c(n1)CCCCC2)N1CCc2ccccc21,-10%,-7%,1%,0%,3%,10%,3%,-4%,12
COc1ccc(C2CC(c3ccc(F)cc3)Nc3nc(N)nn32)cc1 (stereo unspecified),29%,3%,6%,1%,4%,6%,5%,0%,-19
CCOC(=O)N1CCN(C(=O)CN(Cc2ccc(Cl)cc2)S(=O)(=O)c2ccccc2)CC1,-17%,1%,-8%,2%,-189%[0.0737 µM],1%,-11%,0%,-11
O=C(O)COCC(=O)N1CCCN(c2ccc(C(F)(F)F)cn2)CC1,18%,17%,-2%,-10%,8%,14%,3%,9%,20
COc1cc(NC(=O)CN(C)C2CCCCC2)c(C)cc1[N+](=O)[O-],4.1µM*,22%,-12%,-18%,67%,3%,2%,-1%,-8
COCC(C)NC(=O)C1c2ccccc2Oc2ccccc21 (stereo unspecified),0%,-11%,-1%,-6%,2%,1%,?,-3%,13
CC(=O)c1cccc(NC(=O)N2CCC(c3ccc(C)cc3)C2)c1 (stereo unspecified),-12%,9%,-7%,5%,10%,-1%,.,-5%,-26
CCc1ccc(NC(=O)CC2C(=O)NCCN2C(=O)c2ccc(F)cc2)cc1 (stereo unspecified),-1%&0%,-5%,4%&6%,?,?,-18%,0%&0%,-27%,i
CCC(=O)Nc1nnc(S(=O)(=O)N2CCCC2)s1,-11%,3%,3%,1%,-3%,16%,2%,-5%,17
N#C/C(=C(/O)COc1cccc2ccccc12)c1nc2ccccc2[nH]1,13%,?,1%,?,?,-28%,-20%,6%[57.1 µM],17
CN(C)c1cc[n+](/C(C(=S)Nc2ccc(SC(F)F)cc2)=C(/[O-])c2ccccc2)cc1,6%,-6%,?,8%,2%,-3%,.,-3%,-10
CC(C)CNc1nc(Oc2ccc(=O)[nH]n2)nc(N(C)C)n1,1%,-1%,4%,-8%,3%,9%,3%,-7%,-2
CSCCC(c1nc2ccccc2[nH]1)n1c(C)nc2ccccc21 (stereo unspecified),0%,-8%,19%,.,.,2%,9%,2%,9
Clc1ccc(-n2c(SC/C=C/c3ccccc3)nnc2-c2cccnc2)cc1,-31%,?,0%,-2%,-4%,?,?,-10%,?
Cc1cccc(-c2nnc3n2N=C(c2ccccc2Br)CS3)c1,?,-29%,-20%,?,21%,-26%,-23%,-4%,-3

Compounds as they come. Share with any hit: about 12%.
